# Screening results deposited in PubChem by National Center for Advancing Translational Sciences (NCATS).
# Lipid storage S3: qHTS Assay for Lipid Storage Modulators in Drosophila S3 Cells; Drosophila S3 cells, BODIPY lipid droplet fluorescence, 18-24 h; cells fed with added oleic acid; lipid storage change, negative = inhibition, % at the top dose, mostly 46.1 µM; hits show Potency in µM; 320,000 tested, 0.64% active; AID 2685, 2010; active means well fitted inhibition curve with a large enough effect in the signal ratio, with a control signal flat, not every such curve was filed as active; inconclusive means small, poorly fitted or top-dose-only effect, or effect the other way, or a change in a side signal; the % refers to the signal ratio
#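 Drosophila S3 cells loaded with oleic acid (400 uM, as added) and compounds at several concentrations; lipid droplets imaged by 488-nm laser-scanning cytometry, 500–530 nm intensity and object ratio to cell channel. Percent activity normalized to 20 uM Triacsin C.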
# Lipid storage S3 cell count max: further read-out of Lipid storage S3, marked with its call; cell number change, %; measured here: cell count max response;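 cells counted by Cell Tracker Red CMTPX staining in the red channel; peak over a dose series mostly up to 46.1 µM; percent activity relative to internal control wells on each plate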
# Numbers without * were called inactive; i = inactive; ? = inconclusive; . = not tested or not shown; [ ] = dose if it differs, or a comment. On the % scale 0 is the no-effect control and ±100 the full control effect; potency means the concentration at half of the fitted maximal effect. Some of the compounds tested. The share of hits here may be higher or lower than overall.
SMILES,Lipid storage S3,Lipid storage S3 cell count max
O=c1[nH]nc(N2CCOCC2)c(=O)[nH]1,-12%,7
CCOc1ccc(C(C)(C)C)cc1S(=O)(=O)n1nc(C)cc1C,2%,-11
COC(=O)NC(Nc1sc2c(c1C(N)=O)CCCC2)(C(=O)OC)C(F)(F)F (configuration not stated),?,.
CCN1CCN(C(=S)Nc2cccc(C(F)(F)F)c2)CC1,8%,-15
COC(=O)C(Cc1ccc(OC(=O)c2ccc(C)cc2)cc1)N1Cc2ccccc2C1=O (configuration not stated),i,.
Cc1cnc(C(=O)Nc2ccc(F)cc2)cn1,3%,4
COc1cc(/C=N/n2c(-c3ccccc3)n[nH]c2=S)ccc1O,4%,-3
O=c1c(C=NCc2ccccc2)c(NCc2ccccc2)nc2ccccn12,-3%,1
CCOC(=O)C(C)Sc1nnc(-c2ccccc2O)n1Cc1ccccc1 (configuration not stated),?,.
O=C(Cc1ccccc1Cl)Nc1cccnc1,?,.
O=C(COC(=O)c1ccccc1)NC1CCCC1,-8%,-14
COc1ccc(-n2ncc3c2CC(C)(C)CC3NC(=O)CCN2CCCC2=O)cc1 (configuration not stated),i,-9
Cc1cc2cc(CNC(=O)c3ccc4c(c3)OCO4)ccc2[nH]1,?,.
O=C(CC1CCS(=O)(=O)C1)NC1CCCCC1 (configuration not stated),?,.
CCOc1ccc(NS(=O)(=O)c2cc(C(=O)N3CCCC3)ccc2Cl)cc1,?,.

# Rewritten as tab-separated lines: 6 of the compounds above
structure	Lipid storage S3	Lipid storage S3 cell count max
CCOC(=O)C(C)Sc1nnc(-c2ccccc2O)n1Cc1ccccc1 (configuration not stated)	?	.
O=C(Cc1ccccc1Cl)Nc1cccnc1	?	.
O=C(COC(=O)c1ccccc1)NC1CCCC1	-8%	-14
COc1ccc(-n2ncc3c2CC(C)(C)CC3NC(=O)CCN2CCCC2=O)cc1 (configuration not stated)	i	-9
Cc1cc2cc(CNC(=O)c3ccc4c(c3)OCO4)ccc2[nH]1	?	.
O=C(CC1CCS(=O)(=O)C1)NC1CCCCC1 (configuration not stated)	?	.

# (more compounds)
SMILES,Lipid storage S3,Lipid storage S3 cell count max
Cn1nnnc1SCc1ccc(Cl)cc1,?,.
CCCCCOc1ccc(CSC(=N)N)cc1[N+](=O)[O-],-2%,-28
Cc1no[n+]([O-])c1COc1ccccc1/C=N/n1nnnc1N,-2%,-19
COc1cc(C(C[N+](=O)[O-])c2c(C)cc3ccccn23)ccc1O (configuration not stated),0.65µM*,15*
COc1ccc(N2CCN(C(=O)COC(=O)CCOc3ccc(C)cc3)CC2)cc1,i[0.0737 µM],10
CNC(=O)c1c(N)sc2c1CCCCC2,12%[9.22 µM],7
COC(=O)c1sc(NC(=O)CC(C)C)c(C(=O)OC)c1C,?,.
COc1cccc(N(CC(=O)Nc2cccc(C(C)=O)c2)S(C)(=O)=O)c1,?,.
COc1cc(NC(=O)NCC2CCN(Cc3ccccc3Cl)CC2)cc(OC)c1OC,20%,4
COc1cc(NC(=S)NCCSc2ccc(C)cc2)cc(OC)c1,?,.
O=C(CCc1nc2ccccc2[nH]1)Nc1ccc2c(c1)OCCO2,-28%,-21
CC(=O)OCCCCCCCCCCC[N+]1(C)CCCCC1,?,.
O=C(CN1C(=O)N/C(=C\c2ccccc2OCc2ccc(C(=O)O)cc2)C1=O)Nc1ccc(F)cc1,i,-6
CCOc1ccc(CCNC(=O)CN(C)S(=O)(=O)c2cccc3nsnc23)cc1OCC,1%,2
Cc1nc2c(cc1N)nc(C)n2Cc1ccccc1,16%,6

# Sorted by value in Lipid storage S3 cell count max (ascending): three from the list above
structure,Lipid storage S3 cell count max
O=C(CN1C(=O)N/C(=C\c2ccccc2OCc2ccc(C(=O)O)cc2)C1=O)Nc1ccc(F)cc1,-6
CCOc1ccc(CCNC(=O)CN(C)S(=O)(=O)c2cccc3nsnc23)cc1OCC,2
CNC(=O)c1c(N)sc2c1CCCCC2,7

# Next part
SMILES,Lipid storage S3,Lipid storage S3 cell count max
CCC1CCCCN1S(=O)(=O)c1ccc2c(c1)CCN2C(=O)C1CCC1 (configuration not stated),-29%,.
O=C(O)c1cccc(S(=O)(=O)N2CCN(S(=O)(=O)c3ccc4ccccc4c3)CC2)c1,?,.
CC(CCc1ccccc1)NC(=O)CNC(=O)c1ccccc1Br (configuration not stated),?,.
COc1cccc(NC(=O)c2ccc(NC(C)=O)cc2)c1,?,.
O=C(c1ccco1)N1CCCC(c2nc3c(nnn3Cc3ccc(F)cc3)c(=O)[nH]2)C1 (configuration not stated),?,.
CCOc1ccc(CN(C(=O)/C=C/c2ccco2)C2CCS(=O)(=O)C2)cc1 (configuration not stated),1%,23
Cc1ccc(-n2[nH]c(C)c(C=Nc3cc(C)ccn3)c2=O)cc1,i,.
CCCNC(=O)C(Cc1ccccc1)NC(=O)c1ccc(C(C)(C)C)cc1 (configuration not stated),2%,-4
COc1cc(C(=O)OCCn2c(=O)c3c(ncn3CCN(C)C)n(C)c2=O)cc(OC)c1OC,6%,-3
Cn1c(O)c(N=NC(=O)C2COc3ccccc3O2)c2ccccc21 (configuration not stated),?,.
C#CCOCCOCCOCCNc1nc(N2CCN(C(=O)Cn3cc(CCCN=C(N)N)nn3)CC2)nc(N2CCN(C(=O)[C@H](CCCCN)n3cc(CCC(=O)O)nn3)CC2)n1,?,.
Cc1nnc(CN(C)C(=O)c2cc(COc3ccc(F)cc3Cl)on2)o1,?,.
Cc1noc(C)c1CSCC(=O)OCC(=O)Nc1sccc1C#N,?,.
O=C(CS(=O)(=O)c1ccccc1)c1ccc2c(c1)OCCO2,?,.
CC1(OC(=O)C2CCCC2)C(=O)C=C2C=C(c3ccsc3)N(c3ccccc3)C=C2C1=O (configuration not stated),?,.
Cc1cccc(NS(=O)(=O)c2nnc(NC(=O)c3ccccc3F)s2)c1,-1%,-16
Cc1cccc(CCNS(=O)(=O)c2ccc3c(c2)NC(=O)CO3)c1,i,.
CCn1cc(C(=O)NCC(=O)OC)c2cc(OC)c(OC)cc2c1=O,-17%,-7
CCn1cc(CNCc2c(C(=O)N3CCCCC3)nc3c(C)cccn23)cn1,-1%,5
Cc1ccccc1OCC(O)Cn1c(SC(C)C)nc2c1c(=O)[nH]c(=O)n2C (configuration not stated),?,.
CN(C)[C@@H]1CCC[C@@H]1OC(=O)C(c1ccccc1)c1ccccc1,-8%,-8
O=C(Cc1cccs1)Nc1ccccc1F,14%,10
O=c1cc(CN2CCCCC2)nc(C2CC2)[nH]1,?,.
Cc1nc(C)c(-c2ccc(SCc3ccccc3F)nn2)s1,-3%,2
COc1ccc(CCNC(=O)[C@H](CC(C)C)NC(=O)N2CCn3c2nc2ccccc23)cc1OC,i,3
CCN(Cc1ccc(OC)c(F)c1)C(=O)c1oc2ccccc2c1COC,?,.
Fc1ccc(C2NCCn3cccc32)cc1 (configuration not stated),-12%,0
N#CCC(=O)N/N=C/c1cn(Cc2ccc(Cl)c(Cl)c2)c2ccccc12,?,.
CCSc1nnc(NC(NC(=O)c2ccco2)(C(F)(F)F)C(F)(F)F)s1,-1%,0
O=c1oc2c3c4c(cc2c(C(F)(F)F)c1CCN1CCOCC1)CCCN4CCC3,?,.
Cc1ccc(CN2CCN(Cc3cc4ccccc4o3)CC2CCO)cc1 (configuration not stated),1%,-1
COc1cccc2cc(C(=O)NCc3ccc(Cl)cc3)c(=O)oc12,?,.
Cc1nc2ccccc2nc1OCc1ccccc1,?,.
Cc1cccc(NC(=S)N(CCCN2CCCC2)Cc2cccn2Cc2ccc(Cl)cc2)c1,?,.
O=C(CSc1nc2cc(Cl)ccc2o1)N1CCOCC1,?,.
CN1C[C@@H]2C[C@@H](C3=Cc4cc(Cl)ccc4OC3)N3CCC[C@@]23C1=O,6%,0
COc1ccc(/C=C2\SC(=S)N(C(Cc3ccccc3)C(=O)O)C2=O)cc1 (configuration not stated),?,.
CN(C)CCN(C(=O)c1ccc2c(c1)CCCC2)c1nc2cc3c(cc2s1)OCCO3,?,.
CCOCCOC(=O)C1=C(C)N(C)C(=O)NC1c1cc(Cl)c(O)c(OC)c1 (configuration not stated),?,.
COc1ccccc1Nc1nn2c(=O)c3ccc(C(=O)N4CCC(C)CC4)cc3nc2s1,?,.
O=C(CCNC(=O)c1ccccc1Cl)Nc1cc(S(=O)(=O)N2CCOCC2)ccc1N1CCOCC1,1%,11
Cc1ccc(Nc2ncnc3c2nnn3Cc2ccccc2)cc1,-20%,.
COc1ccccc1CN1CCN(S(=O)(=O)c2ccccc2)CC1,i,24
CCC1(C)Cc2c(sc3nc(SC)nc(NCCN(C)C)c23)CO1 (configuration not stated),30%,.
CCN(CC)S(=O)(=O)c1ccc(N2C(=O)CC2(/C=C/c2ccccc2)C(=O)NC2CCCC2)cc1 (configuration not stated),-12%,4
O=C(CSc1ccccc1)Nc1ccccc1C(=O)N1CCCC1,?,.
c1ccc(CNCCC(Cc2ccccc2)c2ccco2)cc1 (configuration not stated),-6%,4
NC(=O)c1nsc(C(=O)N(Cc2cccnc2)C(C(=O)NC2CCCCC2)c2ccc(F)cc2)c1N (configuration not stated),?,.
CC1(C)CC(NC(=O)c2ccc(Cl)c(S(=O)(=O)N(Cc3ccccc3)c3ccccc3)c2)CC(C)(C)N1,?,.
CCCCN(C)C(=S)Nc1ccc2nc3n(c(=O)c2c1)CCCCC3,i,.
COc1ccc(CCNC(=O)C2CCC(=O)N(C3CC3)C2)c(OC)c1 (configuration not stated),?,.
O=C(O)CCCCCNC(=O)CCn1nnc2ccccc2c1=O,-20%,-2
O=C(C1=C[C@@H](C2CCCCC2)C[C@@H](OCCCCO)O1)N1CCN(Cc2ccccc2)CC1,10%,5
COc1cc2c(cc1OC)CN(C(=O)CN(C)S(=O)(=O)c1ccc(NC(C)=O)cc1)CC2,?,.
COc1ccc(C2NC(=O)CCC2[N+](=O)[O-])cc1 (configuration not stated),?,.
CC1CCc2c(c3ccccc3n2C(=O)CCl)C1 (configuration not stated),?,.
O=C(NC1CC1)c1cccc(S(=O)(=O)N2CCOCC2)c1,3%,-7
COCCn1c(=S)[nH]c2cc(C(=O)NCC3CCCO3)ccc2c1=O (configuration not stated),?,.
O=C(c1cc(F)ccc1F)C1CCCN(Cc2cccn2-c2ccccn2)C1 (configuration not stated),?,.
O=C(Nc1cccc(Oc2c(F)c(F)c(F)c(F)c2F)c1)N1C[C@@H]2C[C@@H](C1)c1cccc(=O)n1C2,?,-4

# The list continues.
SMILES,Lipid storage S3,Lipid storage S3 cell count max
Cc1cccc(Nc2nnc(SCC(=O)NC3CCCc4ccccc43)s2)c1 (configuration not stated),?,.
CN1CCN(c2ccc(NC(=O)c3ccc4c(c3)OCO4)cc2)CC1,?,.
NS(=O)(=O)c1ccc(NCCCn2ccnc2)c([N+](=O)[O-])c1,?,.
CCc1c(C)nc(SCCOc2ccc(OC)cc2)[nH]c1=O,?,.
Cn1nccc1C(=O)NC1CCCc2c1cnn2-c1ccc(C(C)(C)C)cc1 (configuration not stated),?,.
Cn1c(=O)c2c(nc(NCCO)n2C)n(C)c1=O,?,.
COc1ccc(Cn2c(C)c(C)c(C#N)c2NC(=O)Nc2ccccc2)cc1,9%,-9
CC(=O)c1cnn(-c2cc(Oc3ccccc3C)ncn2)c1C,?,.
Cc1oc(-c2ccccc2F)nc1CS(=O)(=O)CC(=O)N1CCN(Cc2ccccc2)CC1,27%,3
COC(=O)c1sc2ccccc2c1-n1cccc1C(=O)C(=O)Nc1ccc(OC)cc1,?,.
CCOC(=O)c1c(C)[nH]c(C(=O)OCC(=O)NC2CCS(=O)(=O)C2)c1C (configuration not stated),?,.
O=C(CCC(=O)N1CCCC1)Nc1ccc([N+](=O)[O-])cc1,i,.
CCOC(=O)c1[nH]c(C)c(CN(CCc2ccccc2)C(=O)CCC(=O)O)c1C,-13%,15
O=C(NCc1ccc2c(c1)OCO2)c1cc2ncc(Br)cn2n1,i,-26
COc1cc(OC)c(OC)cc1/C=C(\C#N)C(=O)NCc1cccs1,?,.

# A draw from above in order of SMILES length, rising:
SMILES,Lipid storage S3,Lipid storage S3 cell count max
CCc1c(C)nc(SCCOc2ccc(OC)cc2)[nH]c1=O,?,.
CN1CCN(c2ccc(NC(=O)c3ccc4c(c3)OCO4)cc2)CC1,?,.
CCOC(=O)c1[nH]c(C)c(CN(CCc2ccccc2)C(=O)CCC(=O)O)c1C,-13%,15

# Other compounds.
SMILES,Lipid storage S3,Lipid storage S3 cell count max
COc1ccc(CCNC(=O)CSc2nc3sc(C(=O)O)c(C)c3c(=O)[nH]2)cc1OC,16%,-5
CCN(CC)C(=O)C1CCCN(Cc2ccccc2C(F)(F)F)C1 (configuration not stated),22%,25
COc1ccc(NC(=O)CCCN2C(=O)/C(=C\c3ccco3)SC2=S)cc1,?,.
Cc1cccc(C(=O)Nc2ccc(O)cc2)c1,0%,5
CCN(CC)S(=O)(=O)c1ccc(C(=O)NCC(c2cccs2)N2CCOCC2)cc1 (configuration not stated),?,.
Cc1nn(CCC(=O)NNC(=S)Nc2ccc(F)cc2)c(C)c1[N+](=O)[O-],5%,-2
O=S(=O)(c1cccc2cccnc12)N1CCN(c2ccc(F)cc2)CC1,2%,10
Cc1ccc(-c2cc(C(=O)N/N=C\c3cnn(C)c3C)c3ccccc3n2)cc1C,?,.
O=[N+]([O-])c1ccc(S(=O)(=O)NNC(=S)NCCc2ccccc2)cc1,?,.
